Bioassay records as filed in PubChem BioAssay.
Pf growth 48h: Primary qHTS for delayed death inhibitors of the malarial parasite plastid, 48 hour incubation; P. falciparum luciferase growth in erythrocytes, 48 h; Potency, µM (series often up to 28.7 µM), for the others: top-dose activity change, negative = inhibition, actives largely listed as inhibitors; hit rate 5.9% among 310,000; note: potency is the fitted concentration of half-maximal effect; % is set by controls: 0 for no effect and ±100 for the full control effect
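Parasite viability was followed by luminescence of a genomically integrated firefly luciferase. Cultures held 0.1% parasitemia at 2% hematocrit (final), incubated under 5% CO2 at 37 C.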
TbPYK inhibitor: qHTS of Trypanosoma Brucei Inhibitors. TbPYK enzyme, Kinase-Glo Plus ATP luminescence, 45 min. Potency, µM (top dose mostly 76.8 µM), for inactives: at the highest dose activity, negative = inhibition, hits mostly inhibitors. hit rate 0.12% among 410,000; note: potency is the fitted concentration of half-maximal effect; % is set by controls: 0 for no effect and ±100 for the full control effect; nearly all actives have a fitted effect of over 50% in size
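Activity of T. brucei pyruvate kinase was followed by Kinase-Glo Plus luminescence after the enzyme reacted 45 min at room temperature with 130 uM ADP (final) and substrate. Test compounds were added before ADP at multiple concentrations.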
Pf growth 96h: Primary qHTS for delayed death inhibitors of the malarial parasite plastid, 96 hour incubation; P. falciparum luciferase reporter growth, 96 h; Potency, µM (titrated, usually from 28.7 µM), without a hit: at the top dose activity change, negative = inhibition, most hits filed as inhibitors; hit rate 6.9% among 320,000; AID 504834, 2011; note: potency is the fitted concentration of half-maximal effect; % is set by controls: 0 for no effect and ±100 for the full control effect
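Plates of compound plus infected erythrocytes (2% hematocrit, 0.05% parasitemia final) incubate 96 hours, 37 C, 5% CO2. Detection reagent added; reduced luminescence from the parasites' luciferase reporter flags inhibition.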
LmPK inh: qHTS Assay for Inhibitors of Leishmania Mexicana Pyruvate Kinase (LmPK); Q27686; purified LmPK, Kinase-Glo ATP luminescence, 1 h; Potency, µM (highest dose often 57.5 µM), without a hit: at the highest dose activity change, negative = inhibition, actives largely listed as inhibitors; hit rate 0.37% among 290,000; AID 1721, 2009; note: potency is the fitted concentration of half-maximal effect; % is set by controls: 0 for no effect and ±100 for the full control effect
Target sequence (Q27686 whole entry, looked up): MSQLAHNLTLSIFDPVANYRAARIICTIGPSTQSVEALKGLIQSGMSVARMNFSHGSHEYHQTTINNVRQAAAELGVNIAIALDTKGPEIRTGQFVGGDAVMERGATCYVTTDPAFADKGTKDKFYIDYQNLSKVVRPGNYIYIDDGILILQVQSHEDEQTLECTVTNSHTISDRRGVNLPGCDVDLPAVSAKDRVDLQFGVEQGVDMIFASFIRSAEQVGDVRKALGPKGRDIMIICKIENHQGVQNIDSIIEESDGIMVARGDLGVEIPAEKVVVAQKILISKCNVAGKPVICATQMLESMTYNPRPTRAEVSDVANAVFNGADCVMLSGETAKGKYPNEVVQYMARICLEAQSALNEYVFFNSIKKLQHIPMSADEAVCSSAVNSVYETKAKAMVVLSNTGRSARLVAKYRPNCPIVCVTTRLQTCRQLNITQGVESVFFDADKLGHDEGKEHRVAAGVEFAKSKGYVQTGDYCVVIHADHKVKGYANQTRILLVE
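qHTS format; LmPK 0.1 nM; substrates PEP 0.5 mM and ADP 0.1 mM. One-hour room-temperature incubation, then coupled luciferase luminescence; 0.5 nM enzyme wells mark activation.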
CHX counter: Cycloheximide Counterscreen for Small Molecule Inhibitors of Shiga Toxin. cell reporter, cycloheximide protein synthesis inhibition counterscreen. max response, %. hit rate 12% among 300,000. AID 2314, 2010; in the data active = max response mostly above about 13%, no sharp cut-off; inactive = mostly below about 14%; note: read at 38.3 µM for the half of the compounds with a filed dose; 0% is about no effect
AMA1 RON2 block: qHTS for Inhibitors of AMA1-RON; Towards Development of Antimalarial Drug Lead: Primary Screen; AlphaScreen AMA1-biotinylated RON2 peptide binding; Potency, µM (titrated, usually from 58.2 µM), without a hit: at the highest dose activity change, negative = inhibition, actives largely listed as inhibitors; hit rate 0.2% among 360,000; AID 720542, 2013;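 note: potency is the fitted concentration of half-maximal effect; 0% = vehicle wells and -100% = peptide control; nearly all actives have a fitted effect of over 45% in size; some results filed as inactive show a strong effect at the top dose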
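AMA1 (3D7) with his tag at 25 nM final met compounds first, then biotinylated RON2 peptide at 25 nM; detection used donor plus acceptor beads, 10 µg/mL apiece, read by AlphaScreen after 30 min at room temperature.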
Shiga inhibitor: A qHTS for Small Molecule Inhibitors of Shiga Toxin | hit rate 9.2% among 290,000 | Vero cells, Shiga toxin protein synthesis inhibition reporter | inhibition, % at 38.7 µM; in the data active = inhibition mostly above about 28%, no sharp cut-off; inactive = mostly below about 43%; note: 0% is about no effect
Active calls of the source: *; ? = inconclusive; / = no result given; & = joins results of further samples; [ ] = another dose, or the depositor's remark. Unless noted, calls come from the whole dose curve; as a rule, active = well fitted curve in the direction sought with a large enough effect; inconclusive = small, poorly fitted or top-dose-only effect, or another doubt; inactive = no such curve, though single readings can be large; an effect the other way counts as inactive or inconclusive.

cpd	Molecule	Pf growth 48h	TbPYK inhibitor	Pf growth 96h	LmPK inh	CHX counter	AMA1 RON2 block	Shiga inhibitor
1	CCOc1cccc(-c2nc(C(N)=O)c3[nH]c(=O)n(-c4cccc(Cl)c4)c3n2)c1O	-5%	-10%	?	-1%	-4	50%[activator]	-11
2	FC(F)(F)c1nnc2sc(-c3ccccn3)nn12	1%	6%	39%[activator]	-1%	-1	-9%	7
3	Cc1ccc(-c2cn3cccnc3n2)cc1	343%[activator]	3%	?	9%	28*	26%	71*
4	Cc1cccc(-n2ncc3c2CCCC3NC(=O)C2CCOCC2)c1C (centres undefined)	-15%	-5%	-15%	-5%	-2	-2%	-18
5	CCNC(=S)N/N=C/c1ccco1	/	-3%	?	3%	-2	81%[activator]	-16
6	Cc1cccc(NCc2ccc(O)c3ncccc23)c1	6%	1%	?	15%	6	21%	-7
7	COc1cc(OC)c(/C=N/n2c(C3CCCCC3)n[nH]c2=S)c(OC)c1	/	8.9µM*	3%	?	10	81%[activator]	-2
8	CCOc1ccccc1NC(=O)CSc1nc2c(c(=O)n1C)SC(C)C2 (centres undefined)	?	-17%	?	2%	0	-4%	-1
9	CCN(CC)CCCC(C)NC(=O)c1cccc(S(=O)(=O)N2CCc3ccccc32)c1 (centres undefined)	0%	-1%	-5%	8%	-3	7%	31
10	O=c1c2ccccc2nc(-c2ccc(Br)cc2)n1Cc1ccccc1	-18%	-1%	7%	6%	0	-5%	8
11	COC(=O)c1cc(C(=O)OC)cc(-n2c(C)cc(C(=O)COC(=O)CNS(=O)(=O)c3ccc(C)cc3)c2C)c1	-6%	-7%	16%	11%	0	-4%	-5
12	CC12CCC3(CO)COC(c4ccccc4O1)C2C3 (centres undefined)	/	-9%	?	-2%	-1	5%	-11
13	C/C(=N\NC(=O)CNC(=O)c1cccc(F)c1)c1ccc2ccccc2c1	28%	-2%	34%	0%	-4	-8%	-10
14	O=C(COc1ccc([N+](=O)[O-])cc1)NNC(=O)c1cccs1	14%	-1%	28%	2%	5	35%[activator]	-3
15	Cc1ccc(CONC(=O)c2ccc([N+](=O)[O-])cc2)cc1	7%	2%	-17%	/	/	-1%	/
16	CC(C)(C)OC(=O)CNC(=O)c1nc[nH]c1C(=O)NCc1ccc(CNC(=O)OC(C)(C)C)cc1	?	0%	81%[activator]	2%	-2	176%[activator]	-2
17	C=CCn1c(=O)c2ccccc2n2c(SC(C)C(=O)Nc3nc(-c4ccccc4)cs3)nnc12 (centres undefined)	10µM*	-5%	?	5%	-5	-15%	10
18	CCc1ccc(OCC(=O)NNC(=O)c2cc(S(=O)(=O)N(C)C)ccc2N2CCCC2)cc1	-4%	1%	-9%	/	/	117%[activator]	/
19	Cc1cc(-c2nnc(CCC(=O)NCc3ccc(OC(F)(F)F)cc3)o2)no1	1%	35%[activator]	-2%	3%	16*	0%	29
20	O=C(c1cccs1)N(c1ccc(F)cc1)C1C=CS(=O)(=O)C1 (centres undefined)	-15%	0%	-33%	1%	-1	-14%	-4
21	O=C1S/C(=C\c2ccc(O)c([N+](=O)[O-])c2)C(=O)N1Cc1cccc([N+](=O)[O-])c1	17%	4%	-20%	-4%	0	-5%	-9
22	O=C(Nc1ccc2c(c1)OCCO2)c1ccc2ccccc2n1	363%[activator]	0%	308%[activator]	-13%	39*	?	45*
23	COc1ccc(NC(=S)c2ccc(N(C)C)cc2)cc1	153%[activator]	-14%	32%[activator]	3%	54*	3%	58*
24	Cc1c(N=Cc2ccc(O)c(Br)c2)cccc1[N+](=O)[O-]	21%	1%	22%	4%	3	-8%	18
25	CS(=O)(=O)N1CCCC(C(=O)Nc2ccc(Br)cc2F)C1 (centres undefined)	33%[activator]	3%	-10%	-4%	8	3%	-11
26	Cc1c(NC(=O)CN2C(=O)c3ccccc3C2=O)c(=O)n(-c2ccccc2)n1C	7%	-1%	/	5%	-4	4%	-4
27	Cc1ccc(S(=O)(=O)Nc2cc(C(C)C)c(O)cc2C)cc1	?	0%	?	6%	-1	13%	-15
28	Cc1ccc(S(=O)(=O)N(C)CCCC(=O)N2CCCCC2)cc1	-2%	-3%	297%[activator]	6%	-3	7%	/
29	c1ccc(-c2cn3c(n2)SCC3)cc1	51%[activator]	4%	44%[activator]	4%	29*	6%	50*
30	Cc1nn(-c2ccc(C(=O)O)cc2)c(N)c1-c1ccccc1	164%[activator]	1%	40%[activator]	0%	28*	-1%	23*
31	COC(=O)C(NC(=O)COc1ccccc1)(Nc1nc2c(s1)CCCC2)C(F)(F)F (centres undefined)	?	-8%	10µM*	1%	12	3%	12
32	Cc1cccc(C)c1NC(=O)N1CCC(n2cnc3ccccc32)CC1	-17%	-23%	/	0%	0	69%[activator]	-23
33	COc1ccccc1Nc1nc(-c2sc(NC(=O)c3cccc(Cl)c3)nc2C)cs1	?	/	9.3µM*	-3%	14*	/	10
34	CCCS(=O)(=O)c1nnnn1-c1cccc(OC)c1	?	3%	-1%	1%	-1	3%	2
35	COC(=O)c1ccc(CSC2=NCCS2)cc1	144%[activator]	-2%	47%[activator]	-6%	61*	2%[11.6 µM]	79*
36	CS(=O)(=O)c1ccc(C2=C(c3ccccc3)C(=O)OC2)cc1	-10%	2%&-10%	-6%	/	/	9%	/
37	CCc1sc(C(=O)N2CCN(S(C)(=O)=O)CC2)cc1Br	-15%	-14%	146%[activator]	0%	-1	23%	13
38	Cc1cc(C(F)F)nn1CC(=O)Nc1cc([N+](=O)[O-])ccc1F	7%	-3%	?	-2%	-4	-3%	-2
39	COc1ccc(N2C(=O)CSC2c2ccccc2F)c(OC)c1 (centres undefined)	-5%	3%	18%	4%	-3	-2%	13
40	CCN(CC)S(=O)(=O)c1ccc(N2CCCCC2)c(C(=O)Nc2ccccc2N2CCOCC2)c1	/	-3%	4.1µM*	-1%	-3	-11%	-15
41	COc1ccccc1CCC(=O)OCC(=O)Nc1c(C)nn(-c2ccccc2)c1C	1%	-14%	2%	/	/	14%	/
42	COc1ccc(OC)c(-n2c(=S)[nH]c3c(sc(=S)n3-c3ccccc3C)c2=O)c1	-15%	?	0%	-4%	-8	-1%	-3
43	Cc1ccccc1-n1c(SCC(=O)Nc2ccccc2)nc2nc3c(cc2c1=O)CCCC3	?	1%	46%[activator]	1%	-3	-4%	-10
44	O=C(c1cc2cc(Br)cc(Br)c2oc1=O)N1CCOCC1	68%[activator]	0%	?	2%	0	0%	12
45	CN(C)C(CNC(=O)c1cccs1)c1cccnc1 (centres undefined)	6%	3%	8%	4%	1	24%	2
46	Cc1ccccc1C(=O)NCC(=O)OCC(=O)NC(C)C1CC2CCC1C2 (centres undefined)	-4%	0%	-19%	/	/	-2%	/
47	COc1ccc2nc(SCC(=O)Nc3ccccc3)[nH]c2c1	14%	-10%	-73%	7%	8	-9%	47
48	Cc1ccc(-n2nc3c(=O)n(CC(=O)NCc4ccccn4)nc(C)c3c2C)cc1	3%	1%	?	-8%	-1	31%[activator]	-8
49	O=C(c1cn(CC(=O)N2CCCCC2)c2ccccc12)C1CC1	-15%	-17%	-9%	0%	14	4%	-6
50	Cc1ccc(N(C(C)C(=O)N2CCCCC2)S(C)(=O)=O)cc1C (centres undefined)	-1%	-3%	-8%	4%	5	6%	-18
51	COc1ccc(/C=N/Nc2nc(-c3cccc(S(=O)(=O)N4CCCC4)c3)cs2)c(OC)c1	13µM*	0%	?	1%	-1	8%	-4
52	CSCCC(NS(=O)(=O)c1cccc(C(F)(F)F)c1)C(=O)N(C)Cc1ccc2c(c1)OCCO2 (centres undefined)	?	1%	-26%	-2%	-4	-11%	-2
53	O=C(COC(=O)c1ncc(Cl)c(Cl)c1Cl)Nc1ccccc1OC(F)F	4%	-9%	-3%	-1%	-1	11%	30
54	CS(=O)(=O)Nc1ccc(S(=O)(=O)N2CCCC2)cc1	11%	-1%	5%	10%	-3	8%	-3
55	O=C(c1nn2c(C(F)(F)F)cc(-c3cccs3)nc2c1Br)N1CCCc2ccccc21	-7%	-7%	?	2%	21*	5%	16
56	Cc1c(Cl)cccc1NC(=O)Nn1cnnc1	26%	0%	0%	3%	-1	-7%	-1
57	CCn1c(C)c(C(C)=O)c(N2CCN(c3ccccn3)CC2)nc1=S	-13%	-1%	19%	1%	2	-8%	-7
58	CCc1cc(/C(Cc2ccc3ccccc3n2)=N\O)c(O)cc1O	36%[activator]	-12%	1.7µM*	5%	-2	65%[activator]	37
59	S=C(c1c[nH]c2ccccc12)N1CCCC1	8%	-2%	?	2%	-2	-8%	-10
60	COc1cc(CC(=O)OCC(=O)c2ccc3c(c2)OCCO3)cc(OC)c1OC	/	-4%	-4%	0%	29	10%	21

(cont.)
cpd	Molecule	Pf growth 48h	TbPYK inhibitor	Pf growth 96h	LmPK inh	CHX counter	AMA1 RON2 block	Shiga inhibitor
61	COc1cc(OC)cc(C(=O)NNC(=O)c2ccc(S(=O)(=O)N3CC(C)OC(C)C3)cc2)c1 (centres undefined)	9%	-7%	?	8%	11	1%	-8
62	O=C(Nc1ncc(Cc2cccc(Cl)c2)s1)c1ccc([N+](=O)[O-])cc1	?	1%	13µM*	0%	-3	33%[activator][11.6 µM]	-6
63	COC(=O)C1CSC(C(=O)OC)N1C(=O)CN1CCN(c2ccccc2)CC1 (centres undefined)	-5%	-12%	?	-3%	-1	-6%	-5
64	Cc1cccc(C(=O)NCCC(=O)NCc2ccccc2F)c1	-16%	0%	11%	/	/	-1%	/
65	CCN(CC)C(=O)CSc1nc2ncc(Cl)cc2[nH]1	28%	7%	?	2%	10	-5%	9
66	O=C(c1cc(-c2ccc(Cl)cc2)n[nH]1)N1CCN(C(=O)c2ccco2)CC1	13%	-6%	?	-2%	5	0%	6
67	COCCOc1cc(COC)nc(-c2cccc(C)c2)n1	-2%	0%	-4%	-16%	-1	10%	-12
68	O=c1c2c(nc3cc(-c4ccc(Cl)cc4)[nH]n13)CCS2	76%[activator]	-7%	-77%	-17%	51*	11%	30
69	COc1ccc(OC)c(S(=O)(=O)NCCCc2ccccc2)c1	-2%	1%	95%[activator]	2%	1	-7%	11
70	Cc1cccn2c(=O)c(/C=C(\C#N)C(=O)NCc3ccco3)c(N3CCCCC3)nc12	?	4%	2.9µM*	-2%	-1	11%	-2

Given with one line to a screen: entries from further up.
#61 COc1cc(OC)cc(C(=O)NNC(=O)c2ccc(S(=O)(=O)N3CC(C)OC(C)C3)cc2)c1 (centres undefined)
#62 O=C(Nc1ncc(Cc2cccc(Cl)c2)s1)c1ccc([N+](=O)[O-])cc1
#63 COC(=O)C1CSC(C(=O)OC)N1C(=O)CN1CCN(c2ccccc2)CC1 (centres undefined)
#64 Cc1cccc(C(=O)NCCC(=O)NCc2ccccc2F)c1
Screen / compound no.,61,62,63,64
Pf growth 48h,9%,?,-5%,-16%
TbPYK inhibitor,-7%,1%,-12%,0%
Pf growth 96h,?,13µM*,?,11%
LmPK inh,8%,0%,-3%,/
CHX counter,11,-3,-1,/
AMA1 RON2 block,1%,33%[activator][11.6 µM],-6%,-1%
Shiga inhibitor,-8,-6,-5,/

Not a hit list; any-hit rate near 21%.
